# Screening results from PubChem.
# TDP-43 yeast inh – inhibitors of TDP-43 toxicity in yeast; TDP-43 expressing yeast growth rescue, BacTiter-Glo, 24 h; Potency, µM (titrated, usually from 46.1 µM), for inactives: top-dose growth rescue (activation), most hits filed as activators; 410,000 tested, 1.8% active; further: potency means the concentration at half of the fitted maximal effect; % of control where 0% means no effect; nearly all actives have a fitted effect of over 50% in size
#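 Luminescence from BacTiter-Glo reports growth of TDP-43-expressing yeast after 24 hr at 30 deg C with compound. Cells were raffinose-pregrown to mid-log, then seeded in galactose medium at OD600=0.02.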
# FUS yeast rescue – FUS proteinopathy suppression in yeast; S. cerevisiae FUS-expressing, growth rescue, OD600, 24 h; Potency, µM (doses to about 76.6 µM), for the others: at the top dose growth rescue (activation), usual class: activators; 390,000 tested, 0.24% active; AID 1347120;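 further: potency means the concentration at half of the fitted maximal effect; plate controls were DMSO vehicle for no effect and reference control for full effect; nearly all actives have a fitted effect of over 55% in size; some results filed as inactive show a strong effect at the top dose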
#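 Restored growth of FUS-toxic S. cerevisiae, read as 600 nm absorbance after 24 h at 30C in galactose medium (starting OD 0.005). Controls CP55940 and DMSO.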
# GLP-1R agonist – GLP-1 receptor (human) agonism. HEK293 GLP-1R CRE-luciferase, luminescence, 4-6 h; cells express a hypersensitive GLP-1R form. 380,000 tested, 0.007% active. P43220. Potency, µM (titrated, usually from 45.6 µM), for the others: at the highest dose activation, most hits filed as activators; further: potency means the concentration at half of the fitted maximal effect; % of control where 0% means no effect
# Target sequence (P43220 whole entry, looked up): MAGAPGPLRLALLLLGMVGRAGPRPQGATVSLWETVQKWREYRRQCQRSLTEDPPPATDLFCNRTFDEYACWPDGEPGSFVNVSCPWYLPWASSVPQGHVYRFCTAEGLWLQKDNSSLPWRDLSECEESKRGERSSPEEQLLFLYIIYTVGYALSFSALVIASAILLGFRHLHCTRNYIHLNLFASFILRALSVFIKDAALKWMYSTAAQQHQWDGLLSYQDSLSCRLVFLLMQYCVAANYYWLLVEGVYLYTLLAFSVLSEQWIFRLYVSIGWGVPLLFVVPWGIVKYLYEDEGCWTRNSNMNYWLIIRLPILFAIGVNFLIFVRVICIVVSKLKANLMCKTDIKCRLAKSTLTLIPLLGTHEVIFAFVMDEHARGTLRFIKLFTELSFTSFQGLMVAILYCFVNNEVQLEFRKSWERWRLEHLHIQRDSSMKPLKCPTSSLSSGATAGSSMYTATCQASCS
# Abeta rescue – compounds reversing amyloid beta toxicity in yeast | yeast expressing A-beta42, growth rescue, OD600, 48 h; response scale: 0% DMSO, 100% iron-clioquinol control | Potency, µM (highest dose often 46.1 µM), for the others: at the highest dose growth rescue, usual class: activators | 410,000 tested, 0.063% active | AID 1347071; further: potency means the concentration at half of the fitted maximal effect; nearly all actives have a fitted effect of over 55% in size
#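 Yeast growth medium received pinned compounds, then yeast cells expressing toxic A-beta were added; plates incubated at 30 C for 48 hr. Growth read as absorbance at 600 nm, normalized to DMSO and equimolar FeCl3 plus clioquinol controls.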
# DRD3 antagonist – blocks the human D3 dopamine receptor; D3R cells, DiscoveRx beta-arrestin luminescence, antagonist mode; active compounds read low; max response, negative = inhibition, %; 360,000 tested, 2.5% active; AID 652054; in the data active means max response below about -50%; inconclusive means no clear call, values can overlap the other calls; further: on the % scale 0 is the no-effect control and ±100 the full control effect; mostly tested at two doses, the higher about 12 µM
#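 Cells plated overnight at 1500 cells/well, then exposed to library compounds with dopamine controls for 90 minutes at 37 degrees C. DiscoveRx reagent added for 30–60 minutes at room temperature; luminescence read, quantitative HTS format.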
# GLP1R inv ag – inverse agonists of human GLP-1 receptor; P43220; HEK293 GLP-1R CRE-luciferase, luminescence, 24 h; GLP-1R form is constitutively active; Potency, µM (doses to about 38.3 µM), for the others: at the highest dose activity change, negative = inhibition, hits mostly inhibitors; 410,000 tested, 1.6% active; AID 624417; further: potency means the concentration at half of the fitted maximal effect; on the % scale 0 is the no-effect control and ±100 the full control effect; nearly all actives have a fitted effect of over 55% in size
#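 Inverse agonists were sought by their lowering of basal cAMP reporter luciferase output in HEK293 cells stably carrying constitutively active human GLP-1R, after 24 h compound treatment.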
# pAkt inh – inhibitors of Akt phosphorylation. Neuro2A IGF-stimulated pAkt S473 HTRF, 20 min; active compounds read low. activity change, % for hits at 50 µM. 360,000 tested, 0.32% active. AID 651550; in the data active means activity change below about -80%; inconclusive means mostly about -51% to -80%; further: on the % scale 0 is the no-effect control and ±100 the full control effect
#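 Neuro2A cells in DMEM with 0.5% FBS, overnight at 37 deg C, given compound at single 50 µM final, then IGF (6 nM final) for 20 min at 37 deg C. Lysed; phospho-Akt Ser473 by HTRF after 24 h, 665/615 ratio.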
# aSyn yeast inh – inhibitors of alpha-synuclein toxicity in yeast | Yeast expressing alpha-synuclein, growth rescue, BacTiter-Glo, 24 h | Potency, µM (doses to about 46.1 µM), for the others: at the highest dose growth rescue (activation), most hits filed as activators | 370,000 tested, 0.14% active | AID 652106; further: potency means the concentration at half of the fitted maximal effect; % of control where 0% means no effect; nearly all actives have a fitted effect of over 65% in size
#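 Rescue of yeast growth: cells expressing toxic alpha-synuclein, induced in galactose at OD600 0.02, incubated with compound 24 h at 30 C. ATP luminescence quantified growth; inhibitors of toxicity appear as activators.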
# PTHR1 ag – agonists of human PTHR1 parathyroid hormone receptor; Q03431; HEK293 GP2 PTHR1 cells, GloSensor cAMP luminescence, 1 h; Potency, µM (series often up to 115 µM), inactives show top-dose activation, actives largely listed as activators; 410,000 tested, 0.075% active; AID 743266; further: potency means the concentration at half of the fitted maximal effect; nearly all actives have a fitted effect of over 55% in size; some results filed as inactive show a strong effect at the top dose; inactives centre near -15; many of its hits are not listed in these tables
# Target sequence (Q03431 whole entry, looked up): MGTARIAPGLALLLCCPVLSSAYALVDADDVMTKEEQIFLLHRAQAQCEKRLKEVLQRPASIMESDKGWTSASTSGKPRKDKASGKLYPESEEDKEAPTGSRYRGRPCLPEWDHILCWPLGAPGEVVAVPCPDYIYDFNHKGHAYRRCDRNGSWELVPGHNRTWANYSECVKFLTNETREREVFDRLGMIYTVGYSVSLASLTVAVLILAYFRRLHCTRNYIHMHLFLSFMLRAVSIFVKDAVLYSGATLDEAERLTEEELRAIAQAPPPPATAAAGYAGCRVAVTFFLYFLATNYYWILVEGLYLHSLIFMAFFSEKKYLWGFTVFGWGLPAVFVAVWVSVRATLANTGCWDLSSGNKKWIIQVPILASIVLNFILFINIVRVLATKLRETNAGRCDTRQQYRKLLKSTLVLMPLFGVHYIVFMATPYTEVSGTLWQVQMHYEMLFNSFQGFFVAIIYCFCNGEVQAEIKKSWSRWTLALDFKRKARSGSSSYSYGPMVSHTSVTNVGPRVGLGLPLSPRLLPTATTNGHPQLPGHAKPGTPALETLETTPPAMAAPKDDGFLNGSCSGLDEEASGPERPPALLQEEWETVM
#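 HEK-293-derived GP2 cells expressing PTHR1 and a GloSensor cAMP reporter, 3,000/well, plated overnight, given luciferin plus IBMX (each 0.5 mM as added) for 1 h at 37 °C, then compound for 1 h at 37 °C. Luminescence was read after 15 min at room temperature.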
# Starred values were filed as active, the others as inactive; i = inactive; u = inconclusive; x = no result given; [ ] = remark or other dose. Unless noted, the call rests on the fitted dose curve; in most records, active means well fitted curve in the direction sought with a large enough effect; inconclusive means small, poorly fitted or top-dose-only effect, or another doubt; inactive means no such curve, though single readings can be large; an effect the other way counts as inactive or inconclusive. These rows are one share of the data; rates above refer to the full screens.
item	mol	TDP-43 yeast inh	FUS yeast rescue	GLP-1R agonist	Abeta rescue	DRD3 antagonist	GLP1R inv ag	pAkt inh	aSyn yeast inh	PTHR1 ag
1	COC(=O)C1CCN(C(=O)Cn2nnc(-c3ccccc3)n2)CC1	-3%	8%	9%	-10%	3	29%	i	0%	-23%
2	NNS(=O)(=O)c1ccc(N2CCCC2=O)c([N+](=O)[O-])c1	5%	-17%	1%	-8%	1	-16%	i	-20%	-13%
3	CCN(Cc1ccccc1)C(=O)CSc1nncn1C	x	27%	-6%	11%	1	2%	i	5%	i
4	Cc1[nH]c2ccccc2c1SCC(=O)N1CCCc2ccccc21	u	21%	8%	4%	4	u	i	-1%	-46%[inhibitor]
5	CCCCn1c(N)c(N(CC(C)C)C(=O)c2cc(=O)[nH]c3ccccc23)c(=O)[nH]c1=O	-21%	12%	6%	4%	0	22%	i	0%	11%
6	Cc1cc(C)c2c(N)c(C(=O)c3ccc(Cl)cc3)sc2n1	10%	x	0%	15%	23	16%	i	0%	-23%
7	N#Cc1c(N)nc2c(c1N)CC(CO)O2 (stereo unspecified)	9%	x	2%	-9%	3	12%	i	-9%	-19%
8	Cc1csc(NC(=O)C(C)Oc2ccc(Cl)cc2C)n1 (stereo unspecified)	-16%	23%	-2%	-16%	-4	u	i	-27%	-37%[inhibitor]
9	O=C(NCC(=O)N(c1ccccc1F)C(C(=O)NC1CCCC1)c1ccco1)c1ccco1 (stereo unspecified)	-10%	3%	10%	14%	2	3%	i	-4%	-11%
10	O=C(O)c1ccc(NS(=O)(=O)c2cc(Cl)sc2Cl)cc1	-4%	-18%	0%	-24%	5	3%	i	6%	-17%
11	CCOC(=O)c1csc(NC(=O)c2ccc(S(=O)(=O)N(CC)CC)cc2)n1	-4%	31%	-12%	-8%	-11	3%	i	-1%	i
12	COc1cc(OC)cc(N2C(=O)CSC23C(=O)Nc2ccccc23)c1 (stereo unspecified)	5%	-4%	-3%	-16%	x	3%	x	1%	i
13	CCCCCC(=O)Nc1nc(C)c(-c2csc(Nc3cc(Cl)ccc3C)n2)s1	12%	u	8%	3%	47	-28%	i	5%	5%
14	COc1ccc(Oc2ccc(N/C=C/C(=O)C(C)(C)C)cc2)cc1	-9%	16%	3%	-21%	1	u	i	21%	-26%
15	COc1cc(/C=N/NC(=O)c2c(C)nc3ccc(Cl)cn23)cc(OC)c1OC	-12%	24%	10%	-16%	-7	-8%	i	3%	i
16	CC1CCC(NC(=O)CSc2nnnn2C)CC1 (stereo unspecified)	-5%	0%	3%	-1%	-16	0%	i	-11%	i
17	COC(=O)CCn1nnc(-c2ccc(C(C)C)cc2)n1	u	19%	0%	5%	-4	-14%	i	6%	-18%[57.5 µM]
18	CN1CCN(C(=O)c2ccccc2NS(=O)(=O)c2ccc(F)cc2)CC1	-2%	-16%	4%	4%	-63*	12%	i	u	i
19	CCS(=O)(=O)c1nc2ccccc2n1Cc1ccccn1	17%	-6%	7%	5%	-6	-3%	i	4%	i
20	Cc1ccc2c(c1)C(c1ccc(F)cc1)N(C(=O)C(C)C)CC(=O)N2 (stereo unspecified)	-8%	15%	x	-13%	x	u	x	x	i
21	COc1ccc(C2NC(=O)NC(C)=C2[N+](=O)[O-])cc1OC (stereo unspecified)	1%	-13%	4%	-6%	7	-7%	i	-5%	-12%
22	COc1ccc(C(=O)N2CCN(c3nc(C4CC4)nc4sc(C)c(C)c34)CC2)cc1	u	u	23%	-6%	-7	u	i	-6%	-9%
23	CC(=O)N(CN1C(=O)C2C3C=CC(C3)C2C1=O)c1cccc(Cl)c1 (stereo unspecified)	-10%	-19%	-2%	-5%	-9	0%	i	2%	i
24	O=C(Nc1ccc2nc(SCC(=O)N3CCOCC3)sc2c1)c1ccccc1Cl	15%	30%	x	-6%	x	-25%	x	x	-57%[inhibitor]
25	O=C(CSc1ccc(Cl)cc1)Nc1ccc(C2SCCS2)cc1	-20%	20%	2%	-18%	16	-9%	i	-1%	i
26	CCOc1ccc(CCNc2nc3c(-c4ccc(C)cc4)nnn3c3ccccc23)cc1OCC	9%	-20%	1%	-2%	x	-5%	x	x	i
27	O=C(Nc1ccccc1N1CCCCC1)C1CC(=O)N(c2ccccc2F)C1 (stereo unspecified)	26%	9%	4%	9%	-9	-15%	i	0%	-7%
28	O=C(O)c1ccc2c(c1)S(=O)(=O)c1cc(Cl)ccc1C2=O	28%	-1%	-2%	-13%	2	30%	i	1%	-20%
29	CC1CN(C(=O)CN2C(=O)NC3(CCCCCC3)C2=O)CC(C)O1 (stereo unspecified)	6%	12%	-14%	-2%	10	5%	i	-2%	15%[57.5 µM]
30	Cc1ccc(NC(=O)c2oc3c(c2C)C(=O)CC(C)(C)C3)cc1	u	21%	0%	-12%	5	-5%	i	-3%	-9%
31	COc1ccccc1NS(=O)(=O)c1cc(C(=O)Nc2ccc(S(=O)(=O)Nc3onc(C)c3C)cc2)ccc1C	-19%	x	-2%	-5%	-2	10%	i	-7%	-15%
32	COc1ccc(NC(=O)CSCC(=O)NC2(C)CCS(=O)(=O)C2)cc1 (stereo unspecified)	-1%	0%	3%	5%	6	20%	i	0%	-14%
33	Cc1cc(-n2c(C)cc(C(=O)COc3ccc(F)c(F)c3)c2C)no1	13%	u	6%	-14%	7	u	i	-1%[1.84 µM]	-35%
34	Cc1ccc(C(=O)Cn2cnc3ccccc3c2=O)cc1C	-32%[inhibitor]	4%	8%	-11%	-18	-17%	i	15%	i
35	Cc1ccccc1S(=O)(=O)N(C)C[C@@H]1OCc2cnnn2CCCC(=O)N([C@@H](C)CO)C[C@H]1C	0%	-1%	3%	2%	-21	10%	i	-4%	i
36	Fc1ccc(NC(=S)NCc2ccccn2)cc1	23%	-2%	-10%	-8%	-13	10%	i	1%	i
37	Nc1nonc1C(=O)N/N=C/c1cccc([N+](=O)[O-])c1	-19%	8%	4%	-14%	21	8%	i	-1%	-2%
38	O=C(CSc1ccccn1)Nc1ccc(F)c([N+](=O)[O-])c1	26%	8%	3%	u	2	2%	i	-5%	i
39	CC1CC(C)CN(C(=O)CSc2nnc(-c3ccco3)o2)C1 (stereo unspecified)	19%	1%	9%	-10%	9	-15%	i	2%	i
40	Cc1cccc(NC(=O)c2nc[nH]c2C(=O)NCCCCNC(=O)c2[nH]cnc2C(=O)Nc2cccc(C)c2)c1	0%	-14%	0%	0%	35	0%	i	-7%	i
41	Cc1cccc(-c2nc3scc(CCNS(=O)(=O)c4ccc(F)c(C(F)(F)F)c4)n3n2)c1	17%	4%	x	-10%	x	-20%	x	x	-9%
42	Cc1ccccc1NC(=O)C1CCN(S(=O)(=O)c2c(C)noc2/C=C/c2ccco2)CC1	6%	25%	x	2%	x	1%	x	x	i
43	O=C(c1ccc(S(=O)(=O)Cc2ccccc2F)c([N+](=O)[O-])c1)N1CCCCCC1	6%	22%	1%	-19%	-1	u	i	17%	-40%[inhibitor]
44	CCOC(=O)C1CCN(c2nc3c(S(=O)(=O)c4ccccc4)nnn3c3ccsc23)CC1	0%	41%	x	-11%	x	20%	x	x	i
45	Cc1ccc(C(=O)N(C)CC(=O)Nc2ccc(N3CCOCC3)cc2)s1	-13%	17%	10%	-3%	-7	49%	i	1%	-13%
46	Cc1cc(C)cc(NC(=O)CSc2cc(C(=O)c3nccn3C)c3ccccc3n2)c1	12%	-16%	-9%	6%	7	21%	i	-9%	-3%
47	CN(C(=O)COC(=O)c1ccc2c(c1)NC(=O)CS2)C1CCS(=O)(=O)C1 (stereo unspecified)	3%	28%	10%	20%	-12	15%	-108%*	1%	i
48	O=C(O)CSc1c2ccccc2cc2ccccc12	u	0%	-7%	-38%[inhibitor]	0	-8%	i	-14%	i
49	CCC(=O)c1ccc(OCc2cn(CC(=O)c3ccc(O)cc3)nn2)cc1	3%	-14%	-1%	-14%	-29	-24%	i	-6%	-21%
50	Cc1ccccc1OCC(O)Cn1c2ccccc2c2ccccc21 (stereo unspecified)	-81%[inhibitor]	20%	11%	-86%[inhibitor]	44	31%[activator]	i	-38%[inhibitor]	-1%[57.5 µM]
51	CCCCCn1c(SCC(=O)OCC)nc2cc(C(=O)N3CCC(C(N)=O)CC3)ccc2c1=O	18%	37%	6%	4%	11	6%	i	-5%	-8%[57.5 µM]
52	CN(C)CCn1cnc2c1c(=O)n(C)c(=O)n2C	-13%	x	2%	0%	0	13%	i	-4%	-4%
53	O=C(c1ccccc1)c1ccc(Sc2ccc([N+](=O)[O-])cc2)cc1	5%	-3%	3%	0%	-7	-3%	i	-2%	-33%[inhibitor]
54	CCOC(=O)CNc1nc(Cl)nc(Nc2ccc(OC)cc2OC)n1	-10%	3%	17%	-18%	10	46%[activator]	i	1%	-33%
55	O=S(=O)(Cc1ccccc1)Nc1ccc(F)cc1	8%	3%	21%	-2%	84	4%	i	26%	-2%
56	CCc1ccc2oc(=O)cc(CN3CCC(C)CC3)c2c1	1%	7%	u	11%	u	u	i	0%	-3%
57	CC(=O)OC(C(=O)N1CCN(c2ccc(F)cc2)CC1)c1ccccc1 (stereo unspecified)	14%	13%	-9%	13%	-3	7%	i	5%	i

# Quoted from the listing.
# DRD3 antagonist result of Cc1cc(-n2c(C)cc(C(=O)COc3ccc(F)c(F)c3)c2C)no1 = 7
# DRD3 antagonist result of Cc1ccc(C(=O)Cn2cnc3ccccc3c2=O)cc1C = -18
